# Source: PubChem (several laboratories)
# MEP2-GFP yeast: yeast TOR pathway MEP2-GFP modulation; 330,000 compounds, 0.51% hits; GFP response vs DMSO, % at 10 µM; S. cerevisiae MEP2-GFP strain, flow cytometry GFP, 3 h; 100% = DMSO control level;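 active means GFP response versus DMSO above a set limit, roughly screen mean plus 3 SD, cut at about 180% in these data; inconclusive means fewer than 70 cells counted for a yeast strain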;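 further: median GFP fluorescence of the barcode-gated MEP2-GFP cells per well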
# LAP4-GFP MLPCN: alters LAP4-GFP fluorescence in TOR pathway yeast screen; S. cerevisiae LAP4-GFP multiplex, flow cytometry GFP, 3 h; median GFP as percent of DMSO wells; 320,000 compounds, 0.34% hits; AID 2023; GFP response vs DMSO, % at 10 µM;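 active means GFP response vs DMSO above a set limit, about the screen mean plus 3 SD, cut at about 150% in these data; inconclusive means under 70 cell events counted for the yeast strain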
# CR mimetic SO: lowers age-related superoxide in aged yeast cells; S. cerevisiae aged cells, superoxide DHE fluorescence; hits give low values; superoxide response (% of plate mean), % at 10 µM; 330,000 compounds, 0.18% hits; AID 2690;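 active means superoxide response under a set limit, about three screen SD below normal, cut at about 65% in these data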;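 further: yeast aged for seven days with compound at 30 °C before DHE staining; 100% = average MFI of all compound-treated wells on the plate with controls excluded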
# Efflux pump inh: antifungal efflux pump inhibition, Nile Red retention; S. cerevisiae Candida pump triplex; inhibition, % at 10 µM; 330,000 compounds, 0.44% hits;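 active means plate passing quality check with inhibition over a set limit, or well fluorescence over plate mean plus 4 SD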;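 further: Nile Red retained in pooled yeast measured as flow cytometry median fluorescence; 0% = buffer negative control and 100% = Enniatin B positive control; higher means more Nile Red kept so more efflux inhibition; some compounds called inactive have numbers as strong as hits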
# RPL19A TOR yeast: modulators of TOR pathway RPL19A-GFP in S. cerevisiae; percent response vs DMSO, % at 10 µM; S. cerevisiae RPL19A-GFP strain, flow cytometry, 3 h; hits give low values; 330,000 compounds, 0.3% hits; AID 2025;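 active means percent response vs DMSO below 50%; inconclusive means fewer than 70 events counted for the yeast strain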;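 further: median channel GFP fluorescence of the barcoded RPL19A-GFP strain; ratio of sample median GFP to plate DMSO average so 100% = DMSO; lower means less RPL19A-GFP as with rapamycin TOR inhibition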
# AGP1 TOR yeast: modulators of TOR pathway AGP1-GFP in S. cerevisiae; S. cerevisiae AGP1-GFP multiplex flow cytometry, 3 h; GFP as percent of DMSO wells; GFP response vs DMSO, % at 10 µM; 320,000 compounds, 0.02% hits; AID 2066;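 active means GFP response relative to DMSO above a set limit, near screen average plus 3 SD, cut at about 150% in these data; inconclusive means fewer than 70 cells counted for the yeast strain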;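 further: median GFP channel fluorescence of the gated AGP1 strain per well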
# AHR act: activates the human aryl hydrocarbon receptor; AID 2796; AHR-responsive luciferase reporter cells, luminescence; activation, % at 5 µM; 320,000 compounds, 2.5% hits; in the data active means activation above about 47%;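 further: 0% = vehicle wells and 100% = reference agonist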
# Target sequence (P35869 whole entry, looked up): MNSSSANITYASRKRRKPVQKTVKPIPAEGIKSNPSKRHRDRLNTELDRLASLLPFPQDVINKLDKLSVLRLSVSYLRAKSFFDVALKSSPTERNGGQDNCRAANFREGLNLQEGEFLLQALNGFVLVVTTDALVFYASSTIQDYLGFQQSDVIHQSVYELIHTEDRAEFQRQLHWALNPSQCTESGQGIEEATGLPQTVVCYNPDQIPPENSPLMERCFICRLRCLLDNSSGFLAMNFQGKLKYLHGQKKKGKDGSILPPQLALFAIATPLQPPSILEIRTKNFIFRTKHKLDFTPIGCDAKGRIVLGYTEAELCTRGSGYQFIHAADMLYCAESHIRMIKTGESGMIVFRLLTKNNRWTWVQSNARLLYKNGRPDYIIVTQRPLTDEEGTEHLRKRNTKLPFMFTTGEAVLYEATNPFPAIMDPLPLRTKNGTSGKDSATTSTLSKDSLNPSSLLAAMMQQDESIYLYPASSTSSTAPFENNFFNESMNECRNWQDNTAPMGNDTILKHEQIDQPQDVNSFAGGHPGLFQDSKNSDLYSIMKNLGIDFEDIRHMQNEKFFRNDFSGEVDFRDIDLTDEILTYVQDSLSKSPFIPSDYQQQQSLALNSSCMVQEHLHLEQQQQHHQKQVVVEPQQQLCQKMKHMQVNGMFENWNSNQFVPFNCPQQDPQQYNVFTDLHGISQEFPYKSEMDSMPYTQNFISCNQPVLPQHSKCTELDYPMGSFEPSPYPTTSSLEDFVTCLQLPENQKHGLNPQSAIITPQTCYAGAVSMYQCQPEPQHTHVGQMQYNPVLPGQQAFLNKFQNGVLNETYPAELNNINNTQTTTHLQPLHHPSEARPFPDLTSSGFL
# CIT2-GFP yeast: yeast TOR pathway CIT2-GFP modulation; AID 2029; 320,000 compounds, 0.065% hits; GFP response vs DMSO, % at 10 µM; S. cerevisiae CIT2-GFP strain, flow cytometry, 3 h; 100 means same as DMSO wells;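 active means GFP response relative to DMSO above a set limit, near the screen mean plus 3 SD, cut at about 150% in these data; inconclusive means Fewer than 70 cells measured for a yeast strain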;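 further: ratio of well median GFP fluorescence to mean of DMSO wells on the plate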
# An asterisk follows results filed as active; u = inconclusive; x = no result given; [ ] = dose if it differs, or a comment.
SMILES,MEP2-GFP yeast,LAP4-GFP MLPCN,CR mimetic SO,Efflux pump inh,RPL19A TOR yeast,AGP1 TOR yeast,AHR act,CIT2-GFP yeast
CC1NC(=O)N(C)C2NC(=O)N(C)C(c3ccccc3)C12 (configuration not stated),363*[may fluoresce violet],91[may fluoresce violet],97,0.0,46*[may fluoresce violet],u,-1,u
Cc1onc(-c2c(F)cccc2Cl)c1C(=O)NCc1cccs1,102,107,127,-0.2,97,106,-1,89
O=S(=O)(c1ccc(Cl)s1)N1CCC2(CC1)OCCO2,87,79,110,-0.1,99,89,4,x
Fc1ccccc1/C=C1\CCCC2=C1Nc1nnnn1C2c1ccccc1F (configuration not stated),103,102,105,0.1,102,111,-2,104
COc1ccc(OC)c2c1sc(=NC(=O)C1CCCCC1)n2C,102,116,95,-0.1,101,106,1,99
CCOC(=O)c1csc(NC(=O)c2ccccc2)n1,100,106,118,0.8,106,91,9,95
COc1ccc(-c2nnc(SCc3cccnc3)o2)cc1,116,111,103,0.0,101,102,28,98
Fc1ccc(N/N=C/C=C/c2ccccc2)c(F)c1,117,123,99,-0.3,95,110,38,103
COc1cc(C#N)ccc1OCC(=O)Nc1ccc(C)c(S(=O)(=O)N2CCOCC2)c1,98,104,108,-0.1,104,106,1,104
Cc1ccc2[nH]c(=O)c(CN(CC3COCCO3)C(=O)Nc3ccccc3C)cc2c1 (configuration not stated),87,95,87,-0.3,87,93,10,88
O=C(NCc1ccc2c(c1)OCO2)c1cc(-c2ccncc2)nc2ccccc12,103,103,114,0.1,88,99,11,97
CCc1ccccc1NC(=O)C1CC(c2ccc(OC)cc2)=NO1 (configuration not stated),100,93,83,0.1,98,95,-2,98
Cc1ccc(-n2c(C)cc(C3N=C(N)Nc4nc5ccccc5n43)c2C)c(C)c1 (configuration not stated),103,98,105,0.5,99,97,0,101
O=C(CCC1CCCN(C(=O)c2cncs2)C1)NCc1ccc(F)c(F)c1 (configuration not stated),94,100,106,0.4,96,95,3,88
CS(=O)(=O)N1c2ccccc2[C@@]2(Br)C[C@H]3C(=O)N[C@@H](Cc4ccccc4)C(=O)N3[C@@H]12,100,109,104,-0.2,103,95,7,98
CCOc1ccccc1Oc1cn[nH]c1-c1ccc(OC)cc1O,104,115,108,0.3,98,99,38,90
Cn1c2c(c(=O)n(C)c1=O)NC1(N2)C(=O)Nc2ccccc21 (configuration not stated),104,97,89,0.0,105,103,38,100
Cn1nc(C(F)(F)F)c(/C=N/OC(=O)c2ccccc2)c1SCc1ccc(Cl)cc1,111,119,89,-0.1,100,110,-4,103
O=C(C[C@H]1C/C=C\C[C@@H](Cc2ccc(F)cc2)C(=O)O[C@@H](c2ccccc2)CNC1=O)NCCO,107,111,92,0.1,93,92,-3,94
CCCC(=O)NC(C)c1nc(-c2ccc(C)cc2)no1 (configuration not stated),88,111,100,-0.1,101,89,2,95
Fc1ccc(OCc2nc(-c3cccs3)no2)cc1,114,115,100,0.1,113,104,-3,104
CCOc1ccc2c(c1)c(=O)c(S(=O)(=O)c1ccc(CC)cc1)cn2C,114,94,97,-0.2,94,92,6,116
O=C(O)CCNc1nc(-c2ccccc2)c2cc(Br)ccc2n1,132,117,102,-0.3,106,103,x,108
CC1=C(C(=O)OCc2ccccc2)C(c2cccc(Br)c2)NC(=O)N1 (configuration not stated),116,104,86,0.1,112,107,2,110

# Part of the list above, as labelled records:
O=C(CCC1CCCN(C(=O)c2cncs2)C1)NCc1ccc(F)c(F)c1 (configuration not stated)
- MEP2-GFP yeast: 94
- LAP4-GFP MLPCN: 100
- CR mimetic SO: 106
- Efflux pump inh: 0.4
- RPL19A TOR yeast: 96
- AGP1 TOR yeast: 95
- AHR act: 3
- CIT2-GFP yeast: 88

CS(=O)(=O)N1c2ccccc2[C@@]2(Br)C[C@H]3C(=O)N[C@@H](Cc4ccccc4)C(=O)N3[C@@H]12
- MEP2-GFP yeast: 100
- LAP4-GFP MLPCN: 109
- CR mimetic SO: 104
- Efflux pump inh: -0.2
- RPL19A TOR yeast: 103
- AGP1 TOR yeast: 95
- AHR act: 7
- CIT2-GFP yeast: 98

# New compounds follow
SMILES,MEP2-GFP yeast,LAP4-GFP MLPCN,CR mimetic SO,Efflux pump inh,RPL19A TOR yeast,AGP1 TOR yeast,AHR act,CIT2-GFP yeast
C/C(=C\c1ccco1)C1Nc2cccc3cccc(c23)N1,106,112,104,0.2,106,100,31,90
Cc1c(OC(C)C(=O)NCc2ccncc2)ccc2c3c(c(=O)oc12)CCC3 (configuration not stated),110,95,90,0.0,109,113,-4,113
NNC(=O)CSc1c(-c2ccccc2)c2cc(Cl)ccc2[nH]c1=O,108,93,107,0.1,104,100,x,101
Cc1ccc(/C=N/N2CCN(Cc3ccccc3)CC2)cc1,107,101,81,0.0,105,105,-1,107
CCC(NC(=O)C1(C)CC1(Br)Br)c1ccc(C)cc1 (configuration not stated),95,106,93,-0.1,98,105,1,90
Cc1cc(OCc2cc(C(=O)N(C)C3CCOCC3)no2)cc(C)c1Cl,97,112,110,0.0,98,97,5,93
COc1cc(/C=N/NC(=O)Cn2nnc3ccccc32)ccc1O,105,85,98,-0.2,104,100,0,111
O=C1C=CC(=O)N1,98,130,116,0.1,98,87,-1,82
Cn1c(=O)c2c(ncn2CCCc2ccccc2)n(C)c1=O,106,95,94,0.0,98,100,-1,93
CC(C)(C)n1nc2c(c1NC(=O)Cc1ccc(Cl)cc1)CS(=O)(=O)C2,99[may fluoresce green],88[may fluoresce green],96,-0.1,101[may fluoresce green],108[may fluoresce green],0,102[may fluoresce green]
CCCNc1nc2ccccc2c(=O)[nH]1,94,102,116,0.1,95,95,3,84
O=C(NCCc1ccc(Cl)cc1)C1CCC(=O)N(C2CCCCCC2)C1 (configuration not stated),106,95,97,0.1,96,97,0,98
O=C(CSc1nc(-c2ccccc2)c(-c2ccccc2)o1)NC1CCS(=O)(=O)C1 (configuration not stated),101,106,105,-0.1,97,99,1,93
CCOc1c(C(=O)CC)cc2c(C)cc(=O)oc2c1C,99,103,102,0.0,98,106,0,103
COc1cc(NC(=O)Cn2cnc3c(SC)nc(N)nc32)cc(OC)c1OC,88,82,96,-0.5,86,91,0,93
O=C(NCc1cccs1)C1CCCN(c2nc3ccccc3o2)C1 (configuration not stated),98,96,98,0.1,99,98,-1,96
CCN(CC)c1ccc(C(=S)N2CCN(c3ccccc3)CC2)cc1,100,99,98,0.1,97,96,-1,96
CC1CCN(CC(=O)Nc2ccccc2C(=O)NC2CC2)CC1,94,85,103,0.1,95,93,3,86
Cc1nnc(SCC(=O)Nc2ccc3c(c2)OCO3)o1,94,91,97,-0.1,95,97,15,84
CCOC(=O)C1=C(COC(=O)COc2ccc(C#N)cc2)NC(=O)NC1C (configuration not stated),103,85,99,0.1,107,101,0,114
C/C(=N/NC(=O)Cc1cc(=O)[nH][nH]1)c1ccc([N+](=O)[O-])cc1,104,91,85,-0.1,104,97,-1,106
C=CCN1C2CCCC1CC(NC(=S)Nc1ccc(Cl)cc1)C2 (configuration not stated),100,92,84,0.1,104,94,3,95
COc1ccc(C)cc1-n1nnnc1SCc1nc2ccccc2c(=O)[nH]1,100,104,108,-0.1,103,102,25,114
CCCCNC(=S)N(C)/N=C/c1c(C)[nH]c2ccccc12,93,82,92,-0.2,105,97,71*,98
CC(NS(=O)(=O)c1ccc(Cl)cc1)C(=O)N1CCOCC1 (configuration not stated),96,101,110,0.1,101,102,-1,109
CCOC(=O)N1CCC(NC(=O)c2cc(C(=O)NCc3ccc(F)cc3)ccc2CO)CC1,99,x,101,-0.1,95,96,-1,95
CCn1c(=S)sc2c(=O)n(-c3ccccc3)c(SC)nc21,109,127,72,0.1,107,97,4,93
O=C(Nc1nnc(-c2ccc(Br)cc2)o1)C1=COCCO1,94,109,96,-0.1,98,104,4,96
Cc1sc(NC(=O)c2ccco2)c(C(c2cccnc2)N2CCC(C)CC2)c1C (configuration not stated),102,101,105,-0.1,97,104,-3,89
CCC(=O)N1CCc2cc(Br)cc(S(=O)(=O)NCC3CCCN3CC)c21 (configuration not stated),110,99,89,-0.2,97,107,2,109
CCOC(=O)C1C(=O)C=C(c2cccs2)CC1c1ccccc1 (configuration not stated),95,90,110,0.6,98,95,2,99
CCOC(=O)N1CCC(N2C(=O)c3ccccc3C2Nc2ccc(Cl)cn2)CC1 (configuration not stated),105,101,116,0.0,97,97,9,95
O=C(Nc1ccc2c(c1)OCO2)C1CC(c2ccccc2O)=NO1 (configuration not stated),99,91,104,0.0,102,92,12,98
CC(NC(=O)OC(C)(C)C)C(=O)NC(CCC(=O)OCc1ccccc1)C(N)=O (configuration not stated),102,99,108,0.3,95,x,0,91
CCc1c(C(=O)NCc2cnn(C)c2)csc1C,94,93,96,-0.1,91,95,-1,100
Cn1nc(C(C)(C)C)cc1C(=O)NCc1ccc2c(c1)OCO2,104,100,72,0.4,96,108,-6,130
Cc1ccccc1N1CCN(C2CCCN(C(=O)CCN3CCCCO3)C2)CC1 (configuration not stated),103,103,103,-0.3,99,100,3,95
O=C(CCC(=O)N/N=C/c1ccccc1O)NCc1ccccc1,99,89,90,-0.5,98,98,10,98
COc1cc2c(=O)n(CCC(=O)NCC3CCCO3)c(=O)n(CC(=O)Nc3ccc(C)cc3C)c2cc1OC (configuration not stated),105,94,98,-0.2,103,91,0,93
O=C(COC(=O)c1cn(-c2ccccc2)nc1-c1ccccc1)c1cccc([N+](=O)[O-])c1,114,123,100,0.0,104,112,1,90
CC(C)(C)NCCCCOc1ccccc1F,93,92,125,0.0,89,93,-1,90
C=CCSc1nnc(NC(=O)CSc2nc(CCC)cc(=O)[nH]2)s1,96,91,112,0.1,91,87,0,88
CCN(CC(=O)Nc1cc(Cl)ccc1C)c1ncnc2sc(C)c(C)c12,110,100,95,0.2,104,101,9,93
O=C(Nc1ccc(F)cc1)Nc1ccccc1C(=O)NCCN1CCNC1=O,91,96,111,0.1,91,97,-3,90
Clc1cc(/C=N\NC2=NCCN2)cc(Cl)n1,102,108,102,-0.1,106,108,9,103
Cc1ccc(NC(=O)/C(=C\c2ccc3c(c2)OCO3)NC(=O)c2ccco2)cc1,95,98,98,-0.2,95,94,5,95
CC(C)[C@@H](C(=O)NCC1CCC(C(=O)O)CC1)n1nnc2ccccc2c1=O (some centres not stated),106,85,96,-0.1,103,35,0,66
O=C(Nc1ccc(S(=O)(=O)Nc2ccnn2-c2ccccc2)cc1)C(F)(F)F,115,101,100,0.2,102,96,5,98
CCc1nnc(NC(=O)CSc2nnc(CNc3ccc(OC)cc3)n2CC)s1,102,107,100,-0.2,103,107,2,102
CN(c1ccc(C(=O)NCc2ccccn2)cc1)S(C)(=O)=O,104,103,93,0.0,100,102,0,98
O=C(NC(=S)Nc1cccc2ncccc12)c1ccccc1,98,100,97,0.0,98,96,11,99
O=C1Nc2ccccc2S/C1=C/NCc1ccccc1Cl,98,90,88,-0.4,103,108,40,99
COc1cc2c(cc1NC(=O)CSc1nnc(Cc3cccs3)n1Cc1ccco1)oc1ccccc12,99,103,98,0.3,101,100,28,104
NS(=O)(=O)c1ccc(N/N=C/c2ccncc2)cc1,108,102,102,0.1,101,96,5,95
CCOC(=O)c1cc(-c2ccccc2)sc1NC(=O)COC(=O)c1cccc(S(N)(=O)=O)c1,108,102,110,-0.2,107,102,-2,105
O=C(Nc1ncccc1O)c1ccc2c(c1)OCO2,101,118,113,0.2,99,112,18,88
O=c1c2ccccc2sc2ccc(C#CC3(O)CCCCC3)cc12,95,121,112,0.3,98,80,-11,88
